DTT redox prof: compounds producing H2O2 with reducing agent – biochemical, NIH compound library profiling, artefact control for MLSCN library redox annotation, primary screen | DTT-dependent redox cycling H2O2, phenol red/HRP absorbance; 100% = 100 µM peroxide control, 0% = buffer | activation, % at 10 µM | hit rate 0.03% among 200,000 | AID 878, 2007;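 active = activation of at least 50% relative to the plate's high and low controls in the primary single-dose screen; inactive = activation below 50%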;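 note: compound incubated with DTT at 0.8 mM final as the reducing agent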
bIAP act: bovine intestinal alkaline phosphatase activators, primary screen, biochemical, bovine IAP, CDP-star luminescence. alkaline phosphatase, intestinal [Bos taurus]. purified bovine IAP, 30 min; hits give high values; fold of DMSO-control signal, blank-subtracted. activation factor at 20 µM. hit rate 0.17% among 200,000;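 active = activation factor of 2 or more at 20 µM, a signal rise over negative controls twice the positive control's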
ROMK primary: ROMK potassium channel modulators, primary screen, cell-based, thallium flux, MLSMR library; Tet-inducible ROMK, thallium flux fluorescence; actives lie on both sides; ATP-sensitive inward rectifier potassium channel 1 (Homo sapiens), P48048; hit rate 2% among 130,000; AID 1918, 2009; B-score at 10 µM;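 active = signal ratio slope over the read window, or its plate-corrected B-score, at least 3 SD from the plate mean, either direction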;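 note: B-score of the F/F0 ratio slope over 7 to 12 s after thallium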
bIAP inh: bovine intestinal alkaline phosphatase inhibitors, primary screen, selectivity assay for TNAP inhibitor project, biochemical, bovine IAP, CDP-star luminescence; alkaline phosphatase, intestinal [Bos taurus]; purified bovine IAP, 30 min; inhibition, % at 20 µM; 190,000 tested, under 10 active;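 active = over 50% inhibition of intestinal alkaline phosphatase at 20 µM in the single-dose screen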
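Assay system: bovine IAP enzyme; medium: DEA buffer 100 mM, pH 9.8, with MgCl2 1.0 mM, ZnCl2 0.02 mM; doses: 20 µM single dose; incubation: enzyme reaction for 30 min at room temperature; detection: CDP-star luminescence signal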
S1P3 antag: S1P3 receptor antagonists, primary screen, cell-based; inhibition, % at 4.98 µM; hit rate 0.27% among 170,000; AID 485, 2006; CHO S1P3 NFAT-BLA reporter, FRET fluorescence, antagonist mode; Sphingosine 1-phosphate receptor 3 (Homo sapiens), Q99500;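 active = inhibition above the plate cutoff, the mean inhibition of test wells on that plate plus 3 SD, cut at about 28% in these data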;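 note: cells challenged with S1P at its EC80 of 0.8 µM; blue over green emission ratio from cleaved BLA substrate after 4 h stimulation; 0% = S1P-stimulated wells and 100% = unstimulated DMSO-only wells; some compounds past the cut are filed as inactive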
TLR4 MyD88 comp: inhibitors of TLR4-MyD88 association in cells, primary screen, cell-based, HeLa CL3-4, BLA complementation, FRET ratio. Toll-like receptor 4 (Homo sapiens) + Myeloid differentiation primary response protein …. HeLa CL3-4 TLR4/MyD88 BLA complementation. inhibition, % at 8.4 µM. hit rate 0.18% among 200,000. AID 861, 2007; in the data active = inhibition above about 25%;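 note: 0% = vehicle and 100% = reference inhibitor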
Target sequence (O00206 whole entry, looked up): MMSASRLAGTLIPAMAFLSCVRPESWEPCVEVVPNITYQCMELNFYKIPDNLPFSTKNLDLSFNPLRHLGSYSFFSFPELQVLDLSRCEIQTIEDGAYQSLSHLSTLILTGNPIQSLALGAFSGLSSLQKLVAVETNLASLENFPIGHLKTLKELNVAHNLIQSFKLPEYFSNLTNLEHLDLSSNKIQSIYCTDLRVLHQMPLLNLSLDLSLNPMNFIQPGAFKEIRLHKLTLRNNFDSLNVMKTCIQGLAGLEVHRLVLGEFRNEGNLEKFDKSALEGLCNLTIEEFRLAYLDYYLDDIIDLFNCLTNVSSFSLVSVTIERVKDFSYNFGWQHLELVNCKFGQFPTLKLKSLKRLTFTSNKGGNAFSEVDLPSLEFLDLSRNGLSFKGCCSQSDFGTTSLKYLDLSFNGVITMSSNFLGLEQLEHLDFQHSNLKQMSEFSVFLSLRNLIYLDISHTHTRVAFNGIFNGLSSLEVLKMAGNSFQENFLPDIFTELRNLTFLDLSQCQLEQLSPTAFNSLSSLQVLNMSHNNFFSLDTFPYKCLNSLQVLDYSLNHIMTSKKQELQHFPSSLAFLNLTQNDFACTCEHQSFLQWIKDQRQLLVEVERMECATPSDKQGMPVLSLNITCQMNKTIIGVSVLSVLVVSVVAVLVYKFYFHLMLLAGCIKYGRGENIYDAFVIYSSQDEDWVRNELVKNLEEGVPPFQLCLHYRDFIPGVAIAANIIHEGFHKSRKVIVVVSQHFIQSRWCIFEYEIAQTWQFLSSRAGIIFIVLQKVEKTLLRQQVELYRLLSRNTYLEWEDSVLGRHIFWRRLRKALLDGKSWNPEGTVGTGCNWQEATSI
Target sequence (Q99836 whole entry, looked up): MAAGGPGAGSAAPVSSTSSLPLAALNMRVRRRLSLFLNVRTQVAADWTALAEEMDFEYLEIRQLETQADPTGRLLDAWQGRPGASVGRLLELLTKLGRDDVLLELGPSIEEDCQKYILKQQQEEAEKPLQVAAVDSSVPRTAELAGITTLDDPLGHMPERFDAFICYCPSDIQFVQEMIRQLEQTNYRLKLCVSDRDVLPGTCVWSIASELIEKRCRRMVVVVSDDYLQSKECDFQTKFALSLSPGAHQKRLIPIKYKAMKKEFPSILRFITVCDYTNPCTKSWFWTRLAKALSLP
PPARg SRC-2 ag: agonists of PPARg-SRC-2 recruitment, primary screen, biochemical, HTS; Peroxisome proliferator-activated receptor gamma (Homo sapiens), P37231; PPARgamma LBD-SRC-2 recruitment; activation, % at 8 µM; hit rate 0.34% among 200,000; in the data active = activation above about 22%;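 note: 0% = vehicle and 100% = reference agonist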
Lmaj promast: Leishmania major promastigote growth inhibition, primary screen | Leishmania major promastigotes, resazurin fluorescence viability | inhibition, % at 10 µM | hit rate 9% among 200,000; in the data active = inhibition above about 50%;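 note: promastigotes grown with compound for 44 hours at 28 °C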
PPARg SRC1 recr: PPARgamma agonists recruiting SRC-1 coactivator, primary screen, biochemical; PPARgamma-SRC-1 coactivator recruitment biochemical assay; activation, % at 8 µM; hit rate 0.41% among 200,000; AID 631, 2007; in the data active = activation above about 19%;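 note: 0% = DMSO and 100% = reference agonist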
PPARg SRC3 recr: PPARgamma agonists recruiting SRC-3 coactivator, primary screen, biochemical. hit rate 0.26% among 200,000. activation, % at 8 µM. biochemical PPARgamma/SRC-3 coactivator recruitment assay; in the data active = activation above about 23%;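 note: 0% = DMSO and 100% = reference agonist; some compounds past the cut are filed as inactive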
SRC2 TRFRET art: TR-FRET signal artefacts, primary screen, artefact control for PPARgamma SRC-2 agonist project, biochemical | TR-FRET artefact counter-screen; hits give high values | TR-FRET ratio at 8 µM | hit rate 0.4% among 200,000; in the data active = TR-FRET ratio above about 2000; note: inactives centre near 1500
* marks the source's active call; other numbers are inactive results; . = no result given.

Labels used below – A = DTT redox prof; B = bIAP act; C = ROMK primary; D = bIAP inh; E = S1P3 antag; F = TLR4 MyD88 comp; G = PPARg SRC-2 ag; H = Lmaj promast; I = PPARg SRC1 recr; J = PPARg SRC3 recr; K = SRC2 TRFRET art
Cn1cc(/C(Cc2ccccc2)=N\O)c2ccccc21
  A = -2.2	B = 0.9	C = .	D = 9.4	E = 26.4	F = 10.7	G = -2.5	H = 12.2	I = -10.2	J = -2.0	K = 1502
Cc1ccc(NC(=O)c2nc3nccc(C)n3n2)c(C)c1
  A = -0.3	B = 1.1	C = 1.68	D = -7.4	E = 1.5	F = 3.5	G = 1.4	H = -7.0	I = 6.5	J = 2.1	K = 1651
CN(CCCNC(=O)C1CCCN(S(=O)(=O)c2cnc[nH]2)C1)c1ccccc1 (stereo not given)
  A = -0.8	B = 1.3	C = .	D = -30.6	E = -14.3	F = 8.2	G = 2.6	H = -5.5	I = -0.1	J = -8.0	K = 1514
Cc1ccc(CN2CCNC(=O)C2CC(=O)O)cc1 (stereo not given)
  A = -2.3	B = 0.9	C = .	D = 13.7	E = -28.4	F = 0.2	G = 4.4	H = -6.5	I = 0.8	J = 3.0	K = 1622
O=C(CCCN1C(=O)c2cccc3cccc(c23)C1=O)NCc1cccs1
  A = -2.2	B = 0.9	C = 0.989	D = 8.7	E = -8.7	F = -6.9	G = 9.3	H = -5.2	I = -0.8	J = 8.4	K = 1602
Nc1ccc2nc(CCCCCCCCc3nc4ccc(N)cc4[nH]3)[nH]c2c1
  A = -0.7	B = 2*	C = 0.504	D = -95.4	E = -7.2	F = -0.9	G = 6.2	H = 1.2	I = 3.6	J = 2.7	K = 1538
COCCNc1ncnc2nc[nH]c12
  A = -0.7	B = 1	C = .	D = 1.2	E = .	F = 11.4	G = -4.1	H = 19.5	I = 0.0	J = 2.4	K = 1520
NS(=O)(=O)c1cccc(NC(=O)/C=C/c2cccs2)c1
  A = -0.9	B = 0.9	C = 0.866	D = 9.0	E = -5.8	F = 7.0	G = 11.6	H = 0.6	I = 5.6	J = 3.8	K = 1580
Cc1cc(/C=N/NC(=O)c2cccnc2)c(C)n1CC(C)C
  A = -0.3	B = 1.2	C = 1.51	D = -19.6	E = 4.4	F = 7.3	G = 5.3	H = -1.5	I = -2.0	J = 0.5	K = 1637
Nc1cc(=O)[nH]c(SCC(=O)Nc2ccc(S(=O)(=O)N3CCOCC3)cc2)n1
  A = 0.2	B = 1	C = .	D = -4.2	E = .	F = 3.7	G = 5.8	H = -5.3	I = 6.7	J = 13.3	K = 1683
Cc1ccc2c(COC(=O)c3n[nH]c4ccccc34)cc(=O)oc2c1
  A = -0.2	B = 1	C = .	D = 0.1	E = .	F = -6.1	G = 10.0	H = 8.6	I = 4.3	J = 1.6	K = 1435
CCOC(=O)C(C)Sc1nnc(CSc2nc3nc(C)cc(C)n3n2)o1 (stereo not given)
  A = -0.4	B = 0.9	C = .	D = 5.7	E = -6.3	F = 4.1	G = 2.1	H = 39.9	I = 0.5	J = 1.0	K = 1429
COc1ccc(/C=N/NC(=O)c2ccc(N(C)S(=O)(=O)c3ccccc3)cc2)cc1
  A = -0.7	B = 1	C = 0.0994	D = 0.4	E = -2.7	F = 1.2	G = 0.7	H = 17.2	I = -2.9	J = 2.5	K = 1365
COc1ccc(NC(=S)N2CCC(N(C)CCN3CCOCC3)CC2)cc1Cl
  A = 0.0	B = 0.9	C = -0.863	D = 7.0	E = -1.5	F = -4.9	G = 8.9	H = 76.0*	I = 4.6	J = 3.9	K = 1870
COc1ccc(NC(=O)C(CC(=O)O)Cc2ccc(C)cc2)cc1 (stereo not given)
  A = -0.1	B = 0.9	C = 0.607	D = 8.0	E = -9.5	F = -8.3	G = -5.7	H = 5.7	I = -6.7	J = 1.3	K = 1482
Cc1nc(C(Cl)(Cl)Cl)nc2[nH]ccc(=O)c12
  A = -0.3	B = 1	C = .	D = 2.6	E = 1.9	F = -0.7	G = 5.3	H = -4.7	I = 7.5	J = 0.6	K = 1640
COC(Cc1nnc(SC)n1-c1ccccc1)OC
  A = -2.9	B = 1	C = .	D = 4.5	E = .	F = 2.5	G = 9.4	H = -5.4	I = 3.5	J = 5.5	K = 1620
O=C(CSc1ncc(-c2ccc(F)cc2)[nH]1)N1CCCCC1
  A = 3.1	B = 1	C = .	D = -3.3	E = 5.9	F = 0.0	G = -2.7	H = -7.1	I = 4.4	J = 2.3	K = 1601
O=C(Cn1cc(C(F)(F)F)ccc1=O)Nc1cccc(S(=O)(=O)N2CCOCC2)c1
  A = 0.2	B = 0.4	C = .	D = .	E = -37.9	F = 4.5	G = -7.5	H = -6.5	I = 4.5	J = 1.5	K = 1786
Cc1cc(C)cc(NC(=O)CSc2nc3c(c(=O)[nH]2)CN(Cc2ccc(F)cc2)CC3)c1
  A = -0.1	B = 0.9	C = .	D = 11.4	E = 0.5	F = -7.6	G = 8.6	H = -2.5	I = 7.9	J = 0.3	K = 1725
Nc1nc(SCc2ccc(Cl)cc2Cl)nc2nc3c(cc12)CCCC3
  A = 0.6	B = 0.9	C = -0.00656	D = 6.7	E = 2.4	F = 9.5	G = -11.1	H = 10.2	I = -3.8	J = -3.5	K = 1357
CC(C)Cn1c(-c2cccs2)nc2nc3ccccc3nc21
  A = -0.6	B = 0.8	C = -0.801	D = 16.8	E = -11.1	F = 0.6	G = -3.3	H = 18.6	I = 4.8	J = 3.3	K = 1433
O=C1C=C(NCc2ccc(Cl)c(Cl)c2)C2(CCCCC2)O1
  A = 1.2	B = 0.9	C = .	D = 6.7	E = .	F = 13.7	G = 1.5	H = 29.2	I = -0.5	J = -10.4	K = 1440
Cc1occc1-c1nnc(SCc2nc3ccccc3c(=O)n2CC#N)n1C
  A = 0.4	B = 0.9	C = .	D = 6.3	E = -22.0	F = -3.2	G = 15.4	H = -2.2	I = -0.1	J = -1.8	K = 1709
Nn1c(SCC(=O)Nc2ccc(F)cc2)nnc1-c1ccccn1
  A = -0.1	B = 0.9	C = -0.311	D = 7.2	E = .	F = -1.7	G = 3.3	H = -0.5	I = 5.3	J = 4.9	K = 1431
CC(=O)Nc1ccc(N=Nc2c(C)[nH]n(C(N)=S)c2=O)cc1
  A = 0.3	B = 0.8	C = -0.551	D = 24.2	E = -3.1	F = 13.4	G = 6.2	H = 9.7	I = 5.7	J = 3.3	K = 1538
CC(=O)N1CCC(N(CCN2CCOCC2)C(=S)Nc2cc(C)cc(C)c2)CC1
  A = -0.1	B = 1.2	C = -1.27	D = -18.7	E = -13.4	F = 2.7	G = -10.0	H = -0.6	I = -7.3	J = -0.8	K = 1423
C=C(C)C1Cc2nc(N)nc(C)c2C1 (stereo not given)
  A = -0.4	B = 1	C = 1.32	D = 3.7	E = -13.8	F = 6.8	G = 6.1	H = -4.4	I = -1.7	J = 4.4	K = 1666
O=C(N/N=C/c1c(Cl)cccc1Cl)c1cccc(F)c1
  A = 0.8	B = 1	C = .	D = -0.8	E = .	F = -4.9	G = 9.4	H = -2.6	I = -2.3	J = 8.5	K = 1647
CCn1c(CCNC(=O)c2ccc(Cl)cc2)n[nH]c1=S
  A = 0.2	B = 0.9	C = 0.723	D = 12.3	E = .	F = 2.4	G = 2.1	H = -7.8	I = 1.1	J = -7.0	K = 1686
CC1(C)CN(c2ccc(Br)cc2Br)C1=O
  A = 0.1	B = 1	C = .	D = -2.3	E = -9.1	F = -5.2	G = -8.5	H = 6.4	I = -0.9	J = 2.1	K = 1476
COc1ccc(OC)c(C(=O)COC(=O)c2cc(C)oc2C)c1
  A = 2.3	B = 0.9	C = .	D = 6.7	E = 33.1	F = -13.3	G = -2.1	H = 15.7	I = 1.6	J = -3.5	K = 1514
CC(C)(C)NCC(=O)c1c[nH]c2ccccc12
  A = -0.3	B = 0.9	C = 0.372	D = 9.8	E = .	F = -7.6	G = 7.8	H = -4.3	I = 6.7	J = 0.8	K = 1598
Cc1cc(C)n(-c2ncnc3c2oc2ccccc23)n1
  A = 0.5	B = 0.9	C = .	D = 6.3	E = -0.5	F = -8.1	G = 8.6	H = -0.3	I = 6.9	J = 1.8	K = 1720
O=C(N/N=C/c1ccc(OCCCF)cc1)c1cc(OCC(F)(F)F)ccc1OCC(F)(F)F
  A = 2.3	B = 0.9	C = .	D = 8.3	E = .	F = -4.5	G = 3.4	H = -6.8	I = 4.3	J = -1.0	K = 1596
CC(C)C(=O)NC(=S)Nc1ccc(S(=O)(=O)Nc2ccccc2)cc1
  A = -0.3	B = 0.8	C = .	D = 17.9	E = -11.1	F = -11.5	G = 0.0	H = 6.8	I = 5.3	J = 0.1	K = 1696
COCCNC(=O)c1cc(Br)ccc1Cl
  A = 1.9	B = 0.9	C = 0.17	D = 7.6	E = -34.5	F = 0.8	G = 3.5	H = -3.3	I = -0.8	J = 2.7	K = 1375
CCCC1CC(CSc2ncn[nH]2)OC1=O (stereo not given)
  A = 0.4	B = 0.7	C = -0.838	D = 29.0	E = -3.8	F = -4.2	G = 1.9	H = -7.2	I = 7.3	J = 3.1	K = 1688
O=C(/C=C/c1ccc(S(=O)(=O)N2CCOCC2)cc1)NC(=S)Nc1ccc(Cl)cc1Cl
  A = -0.4	B = 1	C = -0.0311	D = 0.9	E = -2.1	F = 7.6	G = -3.0	H = 20.1	I = -2.0	J = -1.2	K = 1359
CC(C(=O)NCc1ccccn1)N1C(=O)c2ccccc2C1=O (stereo not given)
  A = -1.2	B = 0.9	C = .	D = 6.3	E = -14.1	F = -11.1	G = 9.4	H = -1.2	I = 12.2	J = 6.3	K = 1707
O=C(Cc1c(F)c(F)c(F)c(F)c1F)OC12CC3CC(C1)C(=O)C(C3)C2
  A = -0.5	B = 1.2	C = .	D = -15.6	E = -4.6	F = 2.8	G = -0.5	H = 16.6	I = -5.0	J = -6.5	K = 1270
CCN(c1ccccc1)S(=O)(=O)c1ccc(C(=O)Nc2nnc(COC)o2)cc1
  A = -4.9	B = 1	C = -0.269	D = -1.8	E = -23.8	F = -8.9	G = 3.2	H = 3.1	I = 4.2	J = -0.2	K = 1511
CCOC(=O)/C(C#N)=C/C1=C(N2CCCC2)CC(C)(C)OC1
  A = -0.3	B = 0.9	C = 0.614	D = 9.3	E = .	F = -2.9	G = 3.8	H = 10.0	I = 1.5	J = 10.1	K = 1514

Some values from above:
COCCNC(=O)c1cc(Br)ccc1Cl @ SRC2 TRFRET art: 1375
C=C(C)C1Cc2nc(N)nc(C)c2C1 (stereo not given) @ SRC2 TRFRET art: 1666
CCN(c1ccccc1)S(=O)(=O)c1ccc(C(=O)Nc2nnc(COC)o2)cc1 @ SRC2 TRFRET art: 1511

Bioassay records: PubChem, several laboratories
